phage Ecoli inh – growth loss of phage-infected E. coli, primary screen, RecBCD inhibitor project, absorbance, with phage, HTS; inhibition, % at 11.9 µM; actives 0.26% (n = 360,000); AID 651602, 2012; in the data active means inhibition above about 11%
Wnt act – Wnt/beta-catenin pathway activators, primary screen, cell-based, plate reader, single point; Wnt/beta-catenin reporter cell assay, activator; activation, % at 9.35 µM; actives 1.2% (n = 300,000); AID 743398, 2014; in the data active means activation above about 30%, passing the limit was not always enough;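 further: 0% = neutral control wells and 100% = positive control wells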
E coli growth – E. coli V3065 growth inhibition, primary screen, counter-screen for AddAB inhibitor project, absorbance, OD600 | AID 449728, 2010 | inhibition, % at 11.9 µM | actives 0.27% (n = 330,000) | 18 h;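 active means inhibition above the campaign's mean inhibition across all tested compounds plus 3 SD, cut at about 9.9% in these data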;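 further: uninfected addAB+ strain grown without phage in ampicillin broth; 0% = DMSO wells and 100% = ciprofloxacin 0.95 µg/ml wells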
AddAB inh – growth inhibition of E. coli expressing H. pylori AddAB, primary screen, AddAB inhibitor project, absorbance; inhibition, % at 11.9 µM; actives 0.29% (n = 330,000); AID 435030, 2010; in the data active means inhibition above about 12%;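 further: 0% = vehicle wells of infected cells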
MITF TRPM1 HTS – activators of MITF-driven TRPM1 promoter reporter, primary screen, cell-based, SK-MEL-5, luciferase, single point; SK-MEL-5 TRPM1-promoter luciferase, 24 h; % of positive control, neutral wells = 0; activation, % at 12.5 µM; actives 0.75% (n = 300,000); AID 588334, 2011;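 active means mean activation of at least 80% with every replicate also reaching 80%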;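 further: 0% = neutral control wells and 100% = parthenolide positive control wells; values of inactives mirror those of a sister screen read the other way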
CAL PDZ FP-1 – CAL PDZ peptide-binding inhibitors, primary screen, biochemical, fluorescence polarization, Cer-tagged CAL PDZ, HTS; Golgi-associated PDZ and coiled-coil motif-containing protein (Homo sapiens), Q9HD26; purified CAL PDZ, TMR-peptide fluorescence polarization, 1 h; inhibition, % at 20 µM; actives 0.02% (n = 330,000); AID 504414, 2011;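 active means highest replicate inhibition of at least 40%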;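 further: plate controls were DMSO neutral control wells for no effect and unlabeled competitor peptide control wells for full effect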
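Assay system – tagged CAL PDZ protein CerCALP, purified · Timing – 1 h at RT · Compound – single point, 20 µM · Measured by – fluorescence polarization from S- and P-plane intensities, G-factor corrected · Evaluation – inhibition from polarization loss · Probe or stimulus – TMR reporter peptide T*-PRC34 · Buffer or medium – pH 7.4 phosphate-saline buffer, reducing agent, detergent, IgG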
Tat transport – E. coli Tat export inhibitors, primary screen, MC4100, TorA-mCherry reporter, fluorescence, single point; actives 0.036% (n = 340,000); AID 488895, 2010; inhibition, % at 10 µM;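 active means mean replicate inhibition at least 50% and at least half of replicates individually reaching 50%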;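 further: exported cargo escapes ClpAP degradation while cytoplasmic cargo is degraded and loses fluorescence; 0% = median of neutral control wells and 100% = median of NaSCN control wells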
CAL PDZ FP-2 – untagged CAL PDZ binding inhibitors, primary screen, biochemical, fluorescence polarization, HTS; AID 602252, 2012; Golgi-associated PDZ and coiled-coil motif-containing protein (Homo sapiens), Q9HD26; purified CAL PDZ, TMR-peptide fluorescence polarization, 1 h; actives 0.92% (n = 300,000); inhibition, % at 24.9 µM;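 active means mean inhibition of at least 30% with at least half of replicates also reaching 30%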;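 further: 0% = DMSO neutral control and 100% = excess unlabeled competitor peptide PRC23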
SR-BI uptake up – activators of SR-BI mediated DiI-HDL uptake, primary screen, ldlA[mSR-BI] CHO cells, DiI fluorescence | 3 h; 100 = double the neutral-control signal | activation, % at 12.5 µM | actives 0.096% (n = 320,000) | AID 504775, 2011;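 active means mean replicate activation of at least 60% and every replicate at or above 60%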;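 further: 0% = median plate neutral-control signal and 100% = twice that signal; values of inactives mirror those of a sister screen read the other way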
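Test system: SR-BI-overexpressing, LDLR-lacking CHO cells; Medium: Ham's F12 with 0.5% BSA, HEPES 25 mM, pH 7.4; Schedule: 3 h, 37 °C; Technique: bottom-read fluorescence, 550/595 nm.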
SR-BI DiI inh – inhibitors of SR-BI mediated HDL lipid uptake, primary screen, ldlA[mSR-BI] cells, fluorescence, single point; inhibition, % at 12.5 µM; Scavenger receptor class B member 1 (Mus musculus), Q61009; AID 488896, 2010; actives 0.96% (n = 320,000); ldlA[mSR-BI] CHO cells, DiI-HDL uptake fluorescence, 3 h;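 active means mean replicate inhibition of at least 70% and a set share of replicates each scoring 70 or more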;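 further: 0% = median of neutral control wells and 100% = median of positive control wells; values of inactives mirror those of a sister screen read the other way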
Target sequence (Q61009 whole entry, looked up): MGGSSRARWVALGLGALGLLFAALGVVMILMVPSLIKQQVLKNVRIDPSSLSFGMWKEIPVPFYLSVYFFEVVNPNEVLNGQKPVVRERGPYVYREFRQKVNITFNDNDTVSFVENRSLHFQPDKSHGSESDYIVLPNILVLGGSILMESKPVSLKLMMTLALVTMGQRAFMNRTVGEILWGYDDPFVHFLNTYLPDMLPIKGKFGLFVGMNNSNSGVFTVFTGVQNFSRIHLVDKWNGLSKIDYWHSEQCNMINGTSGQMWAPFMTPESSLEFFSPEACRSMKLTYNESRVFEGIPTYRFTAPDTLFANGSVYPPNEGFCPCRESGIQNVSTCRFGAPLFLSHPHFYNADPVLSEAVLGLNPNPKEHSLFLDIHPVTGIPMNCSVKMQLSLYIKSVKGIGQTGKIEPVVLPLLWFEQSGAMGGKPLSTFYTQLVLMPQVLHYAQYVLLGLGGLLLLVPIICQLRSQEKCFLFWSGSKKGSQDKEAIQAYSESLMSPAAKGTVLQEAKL
* hit, by the source's call; x = not tested or not shown.

A first look, three compounds:
SMILES	phage Ecoli inh	Wnt act	E coli growth	AddAB inh	MITF TRPM1 HTS	CAL PDZ FP-1	Tat transport	CAL PDZ FP-2	SR-BI uptake up	SR-BI DiI inh
Cc1cccc(C(=O)N2CCC(N3CCC(C(=O)N4CCOCC4)CC3)CC2)c1	0.1	4	-0.1	-0.2	-3	0.2	-3	-1	11	-11
OC(CN1CCOCC1)Cn1cnc2ccccc21 (centres undefined)	3.7	1	-0.8	1.1	6	0.6	-9	-5	31	-31
Cc1nc2nc(SCC(=O)NCCCN3CCCC3)nn2c(C)c1Cc1ccccc1Cl	2.4	6	-2.3	3.1	25	-2.4	-10	-8	-2	2

The whole of this part, previewed entries included:
SMILES	phage Ecoli inh	Wnt act	E coli growth	AddAB inh	MITF TRPM1 HTS	CAL PDZ FP-1	Tat transport	CAL PDZ FP-2	SR-BI uptake up	SR-BI DiI inh
Cc1cccc(C(=O)N2CCC(N3CCC(C(=O)N4CCOCC4)CC3)CC2)c1	0.1	4	-0.1	-0.2	-3	0.2	-3	-1	11	-11
OC(CN1CCOCC1)Cn1cnc2ccccc21 (centres undefined)	3.7	1	-0.8	1.1	6	0.6	-9	-5	31	-31
Cc1nc2nc(SCC(=O)NCCCN3CCCC3)nn2c(C)c1Cc1ccccc1Cl	2.4	6	-2.3	3.1	25	-2.4	-10	-8	-2	2
CC(C)c1ccc(NC(=O)COC(=O)C2CCCCC2)cc1	1.2	8	-1.1	3.5	12	-0.4	9	x	19	-19
COc1cccc(CN2CCN(CC#Cc3ccccc3)CC2CCO)c1 (centres undefined)	2.1	0	x	x	x	-0.4	1	-3	7	-7
COc1ccccc1/C=C/C(=O)N1CCN(S(=O)(=O)c2cc(C)ccc2C)CC1	1.3	-2	-2.0	1.6	0	0.3	2	-9	55	-55
O=C(CSc1nnc(CNC(=O)c2ccco2)o1)Nc1ccc(F)cc1	2.5	-2	-0.8	2.0	-6	-4.3	-2	57*	6	-6
O=C(CSc1nc2ccccc2nc1SCC(=O)N1CCCCC1)N1CCCCC1	-0.1	x	-0.4	3.4	-8	-3.1	5	-3	-30	30
O=C1c2cccc([N+](=O)[O-])c2C(=O)N1C1CCCCC1	-0.3	-1	-0.6	1.4	5	-0.1	-11	0	18	-18
COc1ccccc1NC(=O)c1ccc(NS(=O)(=O)c2ccc(F)c(Cl)c2)cc1	1.2	2	1.1	2.5	4	-2.7	0	3	-16	16
Cc1nn(C)cc1CNC(=O)c1ccc(Br)o1	2.6	x	0.3	-1.4	-1	-1.3	-3	-13	13	-13
CCOC(=O)c1c(N)sc(C(=O)N(C)C)c1CN1CCOCC1	4.1	-1	-2.2	-1.0	-2	0.8	11	x	-13	13
Cc1ccc(-c2cc3nc(-c4ccccc4)cc(N4CCOCC4)n3n2)cc1	1.3	x	x	x	13	-0.7	-8	-4	-51	51
O=C(CCN1CCc2ccccc21)c1ccc2c(c1)OCCO2	2.8	x	-0.2	1.3	29	-0.4	-2	-2	-6	6
C=CCc1c(C)nc2c(-c3ccccc3)cnn2c1N1CCOCC1	2.9	40*	x	x	76	x	-4	-7	-36	36
CCn1c2ccccc2c2cc(/C=N/n3cnnc3)ccc21	1.0	x	0.1	1.0	4	-3.5	5	2	-25	25
COc1ccc(-n2c(=O)[nH]cc(C(=O)Nc3ccccc3)c2=O)cc1	4.5	10	0.9	-1.2	4	-2.3	-3	x	3	-3
CCOc1ccccc1NC(=O)Nc1ccsc1C(=O)OC	0.3	-2	-2.0	1.1	-11	-0.2	-2	x	-79	79*
CCCCCn1c(S(=O)(=O)O)nc2ccccc21	1.4	x	-2.2	1.3	x	-1.1	-4	-3	32	-32
O=c1cc[nH]c2c(C(F)(F)F)cccc12	2.6	1	-1.0	1.7	11	-2.1	6	-1	16	-16
Cc1nn(Cc2ccc(C(=O)O)o2)c(C)c1[N+](=O)[O-]	4.0	-1	-0.9	0.6	3	-2.6	-1	-2	12	-12
CCOc1ccc(-c2nnn(CC(=O)c3cc(OC)ccc3OC)n2)cc1	0.5	x	-3.3	0.0	13	-0.1	-6	x	-5	5
CCN(CC)S(=O)(=O)c1ccc(/C=C/C(=O)N(c2ccccn2)C2CCCCC2)cc1	3.1	-1	-3.1	-2.5	0	-0.4	25	1	-9	9
Cn1c(C(=O)NCCCN2CCN(c3ccc(F)cc3)CC2)cc2c(=O)n(C)c3ccccc3c21	3.6	-1	x	x	x	-0.1	-4	x	-41	41
CCOC(=O)c1sc2nc(SCC#N)n(CC3CCCO3)c(=O)c2c1C (centres undefined)	-0.9	x	1.5	2.0	1	-1.4	3	x	-1	1
CC(C)(C)NC(=O)CN(Cc1ccc(F)cc1)C(=O)Cn1nnc(-c2ccc(F)cc2)n1	5.1	-2	0.6	3.2	2	-2.5	6	-3	11	-11
CCCOc1cc(C)c(S(=O)(=O)NC2CC(C)(C)NC(C)(C)C2)cc1C	2.1	-5	0.8	5.0	11	-1.9	1	-2	10	-10
C/C(CC(=O)Nc1ccc(OCc2ccccc2)cc1)=N\NC(=O)C(=O)Nc1cccc(C)c1	1.2	x	0.7	3.0	42	-1.6	-10	-3	-46	46
Cc1ccc2[nH]cc(S(=O)(=O)c3ccc(F)cc3)c(=O)c2c1	-0.9	1	0.7	0.2	0	0.0	-6	0	8	-8
CCCCOc1ccc(SCCCN2CCOCC2)cc1	0.9	-2	x	x	6	0.0	4	x	19	-19
O=C(O)c1ccccc1/C=N/NC(=O)C1CCCC1	0.7	-2	x	x	11	-2.4	-1	0	18	-18
O=C(c1cccc(S(=O)(=O)N2CCOCC2)c1)N1CCN(c2ccccc2)CC1	1.8	-1	2.2	2.1	-4	0.2	2	-3	11	-11
CC(C)c1ccc(S(=O)(=O)Nc2ccc(-n3cnnn3)cc2)cc1	1.2	14	x	x	9	-1.1	3	x	13	-13
CCc1cccc(CC)c1NC(=O)COC(=O)c1cccc(-c2ccc(OC(C)=O)cc2)c1	4.0	-2	-2.1	3.4	-5	0.0	-2	-1	-4	4
CN(c1ccc(OCC(=O)N2CCCCC2)cc1)S(=O)(=O)c1cccs1	1.2	-1	1.8	1.8	-2	-1.7	1	-4	-39	39
Cc1cccc(N2CC(C(=O)Nc3ccccc3N3CCCC3)CC2=O)c1C (centres undefined)	3.5	-1	-0.2	0.9	-1	-2.3	13	1	4	-4
CC(=O)c1ccc(NC(=O)CSc2nnc(NC(=O)C3CC3)s2)cc1	-0.5	1	2.8	7.6	1	-1.5	-1	-1	6	-6
O=c1c2c3c(sc2n2c(=S)[nH]nc2n1-c1ccccc1)CCC3	2.7	15	0.5	0.9	x	-0.8	14	x	1	-1
Cn1c(=O)c2c(ncn2CC(=O)Nc2ccc(N3CCOCC3)cc2)n(C)c1=O	5.7	0	0.7	2.0	-5	-0.3	1	-1	x	-48
Cc1ccc(CN2CCN(/N=C/c3ccc(O)c(O)c3)CC2)cc1	3.0	3	-0.8	0.7	x	-1.6	-6	-2	25	-25
NC(=O)c1c(N)sc(=S)n1CC1CCCO1 (centres undefined)	0.2	-1	1.8	0.0	7	x	-2	-2	6	-6
Cc1cc(C)nc(SCCC(=O)Nc2ccccc2)n1	2.3	-1	0.2	0.9	13	-1.4	-5	-4	3	-3
CCOC(=O)c1cc(C)nc(SC)c1C#N	-1.0	-1	2.2	4.7	x	0.6	-3	-5	4	-4
COc1cc(OC)cc(-c2c(C#Cc3ccsc3)c3cc(-c4ccc5c(c4)OCCO5)ccc3n2C)c1	0.3	-6	-2.1	-1.4	-6	-0.2	-9	-4	7	-7
CCOC(=O)C1=C(c2ccc(OC)cc2)OC(N)=C(C#N)C1c1cccnc1 (centres undefined)	-2.9	0	0.7	4.3	x	x	x	x	x	x
COc1ccccc1NS(=O)(=O)c1ccc(C(=O)NCC(c2ccco2)N(C)C)cc1 (centres undefined)	6.9	-6	0.9	1.3	-3	-0.3	-2	-3	18	-18
C=CCn1c(NCc2ccc(N(C)C)cc2)nc2ccccc21	2.9	8	-4.1	-0.2	22	-1.5	3	3	-6	6
Cc1ccc(-n2c(Cc3cccs3)nnc2SCC(N)=O)cc1	4.4	0	-2.1	-1.4	-1	0.8	1	-1	52	-52
O=C(c1ccc(OC2CCN(Cc3ccccc3O)CC2)cc1)N1CCCCC1	-1.2	3	0.6	-1.5	11	-1.7	1	-5	-32	32
c1cncc(-c2ccc3[nH]ccc3c2)c1	1.6	4	-3.9	-2.5	48	-0.8	-5	-1	6	-6
Carrying on:
SMILES	phage Ecoli inh	Wnt act	E coli growth	AddAB inh	MITF TRPM1 HTS	CAL PDZ FP-1	Tat transport	CAL PDZ FP-2	SR-BI uptake up	SR-BI DiI inh
C=CCn1c(=O)n(CCOC)c(=O)c2sc3ccccc3c21	2.5	-3	-2.1	-1.1	-12	-0.2	-1	-2	12	-12
O=C(c1noc2c1CCCC2)N1CCc2c([nH]c3ccccc23)C1c1ccccn1 (centres undefined)	2.2	-1	2.1	2.7	-12	-4.9	4	-1	-9	9
CCn1c(C)nc([N+](=O)[O-])c1Sc1ccc(F)cc1	3.9	27	-2.9	-3.1	-17	-0.7	-5	1	-18	18
Cc1ccc(-n2c(-c3cccc(C)c3)n[nH]c2=S)cc1	0.5	-3	-1.1	1.1	-2	-2.4	0	-1	12	-12
CC(=O)N1c2ccccc2C2CCCC[C@@H]21 (some centres undefined)	1.3	1	-0.4	1.2	-6	0.7	-5	-3	-7	7
CCN1CCN(C(=O)CSc2nc(N)cc(N)n2)CC1	0.6	0	-0.9	-2.9	-6	-1.4	1	-1	19	-19
Cc1ccc(S(=O)(=O)N2CCN(C(=O)c3c(-c4ccccc4)noc3C)CC2)cc1	1.8	0	0.6	3.5	-10	-2.8	0	1	x	x
Cc1ccc(N2C(=O)CC(N3CCc4ccccc43)C2=O)cc1Cl (centres undefined)	3.7	-1	1.3	1.0	3	-3.0	-7	-1	-3	3
c1cc(-n2cnnn2)ccc1NC1=NCCC1	1.9	x	2.5	0.3	x	-1.4	-1	-2	-6	6
COC(=O)c1sc2cc(C(F)(F)F)cnc2c1-c1ccccn1	3.0	-2	-1.9	-3.0	9	x	-5	-5	6	-6
COc1ccc(N2CCN(c3oc(-c4ccc(OC)c(OC)c4)nc3C#N)CC2)cc1	1.1	-2	-1.8	0.3	-10	-1.4	-1	-1	24	-24
COc1ccc(/C=C(/NC(=O)c2ccccc2OC)C(=O)Nc2ccc(C(=O)O)cc2)cc1	4.5	1	0.7	0.9	5	-2.3	1	-1	16	-16
CC(CNCCCn1ccc(NC(=O)OCc2ccccc2)nc1=O)c1ccccc1 (centres undefined)	4.5	-1	x	x	10	-0.8	-4	-2	15	-15

Source: PubChem BioAssay

An unsorted share of the library; about 3.6% have a hit in one of these screens.
